Hck Nef HTS: inhibitors of Nef-activated human Hck kinase, primary screen, biochemical, Z-Lyte FRET, 384-well, Hck-YEEI. Tyrosine-protein kinase HCK (Homo sapiens), P08631. 0.68% of 220,000 active. inhibition, % at 20 µM. Recombinant Hck-YEEI plus Nef, Z-Lyte FRET kinase assay;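 active = Hck-Nef kinase inhibition above about 50%, limit read from the data; inactive = inhibition below that limit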;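 note: 0% = DMSO with Hck plus Nef and 100% = Hck alone without Nef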
Runt-SMMHC FRET: inhibitors of RUNX1 Runt–CBFb-SMMHC binding, primary screen, biochemical, FRET, Cerulean-Runt, Venus-CBFb-SMMHC, uHTS. Runt-related transcription factor 1 (Homo sapiens) + Core-binding factor subunit beta …. Cerulean-Runt/Venus-CBFb-SMMHC FRET ratio 530/480, 1 h. inhibition, % at 20 µM. 0.74% of 220,000 active. AID 1434, 2008;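 active = mean inhibition across duplicate retests at 20 µM reaching about 50%, limit read from the data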;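 note: 0% = DMSO wells and 100% = wells with excess untagged CBFb-SMMHC; inhibitors lower the FRET ratio by blocking Runt binding to CBFb-SMMHC; some results filed as inactive read as strong as hits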
zVAD death inh: inhibitors of zVAD-triggered necroptosis, primary screen, L929 cells; L929 zVAD necroptosis rescue, ATP luminescence, 24 h; with zVAD 60 µM; viability rescue, % at 10 µM; 0.38% of 220,000 active; AID 1377, 2008;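 active = activation, scaled between plate controls, above about 75%, limit read from the data; inactive = activation under that limit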;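 note: 0% = zVAD with DMSO and 100% = DMSO alone without zVAD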
TNF necrop inh: inhibitors of TNF-alpha triggered necroptosis, primary screen, cell-based, Jurkat FADD-/-, single concentration. Jurkat FADD-/- TNF necroptosis rescue, ATP luminescence, 24 h; 0 = TNF only, 100 = no-TNF cells. activation (protection from cell death), % at 10 µM. 0.068% of 220,000 active;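 active = activation, meaning protection from cell death, of at least 50% relative to plate controls; inactive = activation below 50%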;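 note: necroptosis triggered by 40 ng/mL TNF-alpha added together with compound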
PGE2 EP2 inh: human EP2 receptor antagonists, primary screen, TR-FRET cAMP, C6 glioma cells; Prostaglandin E2 receptor EP2 subtype (Homo sapiens), P43116; C6 glioma cells expressing human EP2; cells stimulated with saturating PGE2; inhibition, % at 25 µM; 0.52% of 260,000 active;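 active = percent inhibition above 40 after rounding to a whole number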;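 note: rat C6 glioma host cells with rolipram phosphodiesterase inhibitor present; the protocol text gives 20 µM as final concentration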
PERK inhibitor: block of dimerizer-induced PERK translation repression, primary screen, PERK inhibitor project, CHO PERK-DD cells, SEAP luminescence, HTS. CHO PERK-DD fusion, SEAP luminescence translation reporter. AID 1416, 2008. Eukaryotic translation initiation factor 2-alpha kinase 3 (Homo sapiens), Q9NZJ5. 0.17% of 220,000 active. inhibition, % at 5.6 µM;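 active = inhibition above the mean inhibition of all tested compounds plus 3 SD, set separately per screening campaign, cut at about 2.9% in these data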;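 note: PERK kinase domain activated by AP20187 dimerizer at 100 nM; 0% = DMSO with dimerizer and 100% = rapamycin at 8.4 µM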
Target sequence (Q9NZJ5 whole entry, looked up, the tested form may be a part): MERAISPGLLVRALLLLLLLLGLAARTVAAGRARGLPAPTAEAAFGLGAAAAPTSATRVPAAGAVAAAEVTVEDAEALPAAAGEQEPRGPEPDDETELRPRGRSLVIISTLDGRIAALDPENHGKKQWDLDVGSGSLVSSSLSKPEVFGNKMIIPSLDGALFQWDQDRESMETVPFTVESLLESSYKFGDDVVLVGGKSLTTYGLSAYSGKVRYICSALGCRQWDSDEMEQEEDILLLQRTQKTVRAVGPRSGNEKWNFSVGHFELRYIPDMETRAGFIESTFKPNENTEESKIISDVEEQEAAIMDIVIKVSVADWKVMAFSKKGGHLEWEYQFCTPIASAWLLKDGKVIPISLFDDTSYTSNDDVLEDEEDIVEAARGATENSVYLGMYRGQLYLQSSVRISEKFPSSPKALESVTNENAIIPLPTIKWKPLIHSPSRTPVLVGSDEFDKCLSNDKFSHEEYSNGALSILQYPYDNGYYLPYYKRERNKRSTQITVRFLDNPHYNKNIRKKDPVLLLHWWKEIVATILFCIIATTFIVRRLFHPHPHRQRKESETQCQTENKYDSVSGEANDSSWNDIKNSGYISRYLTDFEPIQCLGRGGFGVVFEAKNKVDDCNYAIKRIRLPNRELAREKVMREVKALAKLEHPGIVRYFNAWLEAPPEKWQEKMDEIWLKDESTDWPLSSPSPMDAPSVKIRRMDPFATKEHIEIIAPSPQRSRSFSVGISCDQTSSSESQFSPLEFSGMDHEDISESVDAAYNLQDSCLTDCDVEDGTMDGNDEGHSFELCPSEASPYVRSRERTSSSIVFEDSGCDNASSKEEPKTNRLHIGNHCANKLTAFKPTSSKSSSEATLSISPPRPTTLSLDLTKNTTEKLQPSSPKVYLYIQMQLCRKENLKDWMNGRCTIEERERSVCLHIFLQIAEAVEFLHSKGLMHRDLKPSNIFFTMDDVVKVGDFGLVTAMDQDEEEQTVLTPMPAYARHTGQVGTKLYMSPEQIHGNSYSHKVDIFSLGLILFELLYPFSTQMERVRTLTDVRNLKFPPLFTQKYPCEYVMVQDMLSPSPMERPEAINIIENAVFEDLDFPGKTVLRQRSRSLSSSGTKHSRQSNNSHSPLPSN
RBBP9 inhibitor: human RBBP9 inhibitors, primary screen, biochemical, fluorescence polarization, FP-Rh probe, HTS | Serine hydrolase RBBP9 (Homo sapiens), O75884 | recombinant RBBP9 | inhibition, % at 7.94 µM | 0.2% of 220,000 active;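 active = inhibition above the campaign mean of all tested compounds plus 3 SD, cut at about 14% in these data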;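 note: plate controls were DMSO wells with RBBP9 for no effect and wells lacking RBBP9 protein for full effect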
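system = RBBP9 protein | input = RBBP9 at 2.5 µM in dispensed solution, before mixing | measured by = fluorescence polarization (mP), excitation 525 nm, emission 598 nm | incubation = enzyme-compound preincubation 30 min, then probe labeling 45 min, 25 °C | buffer or medium = Tris-NaCl-Pluronic buffer, pH 8.0 | compound = single dose 7.94 µM | also added = FP-Rh probe, 375 nM dispensing solution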
EP2 mod: EP2 receptor modulators, cAMP readout, primary screen, cell-based, HTRF cAMP, PGE2 stimulation. Prostaglandin E2 receptor EP2 subtype (Homo sapiens), P43116. EP2-expressing cells, cAMP HTRF FRET, PGE2 co-stimulation. induction, % at 25 µM. 0.83% of 260,000 active. AID 940, 2007;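 active = compounds whose cAMP rise, as percent of the full-agonist control response, exceeds 60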;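 note: rat C6 glioma line stably carrying human EP2 under a CMV promoter; the protocol text gives 20 µM as final concentration; 100% = response of wells given 1 µM PGE2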
Runt-CBFb FRET: inhibitors of RUNX1 Runt–CBFb binding, primary screen, biochemical, FRET, Cerulean-Runt, Venus-CBFb, uHTS; inhibition, % at 20 µM; Runt-related transcription factor 1 (Homo sapiens) + Core-binding factor subunit beta …; Cerulean-Runt/Venus-CBFb FRET ratio 530/480, 1 h; 0.46% of 220,000 active; AID 1496, 2009;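 active = inhibition over about 50% at 20 µM in the single-dose screen, limit read from the data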;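 note: 0% = DMSO wells and 100% = excess unlabeled CBFb competitor control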
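System: Cerulean-labeled Runt domain protein | Quantity: 100 nM of each labeled protein | Schedule: 1 h compound exposure, room temperature | Detection: Fluorescence energy transfer, 422 nm excitation, 530/480 nm emission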
Starred values were filed as active, the others as inactive; / = not tested or not shown; & = joins results of further samples. An excerpt; the hit share may differ from the screen's.

SMILES | Hck Nef HTS | Runt-SMMHC FRET | zVAD death inh | TNF necrop inh | PGE2 EP2 inh | PERK inhibitor | RBBP9 inhibitor | EP2 mod | Runt-CBFb FRET
Nc1nc2c(c3c1c(=O)oc1ccccc13)CCCCC2 | 6 | 28 | 0.7 | -3.6 | -4 | 0.1 | -10 | 9 | 16
Cc1ccc(C(=O)c2sc(Nc3ccccc3)c(C#N)c2N)cc1 | 2 | -4 | 1.8 | -0.3 | 9 | 0.2 | -3 | -3 | -3
CCC(=O)c1ccc(N2CCOCC2)c(F)c1 | -8 | / | -0.2 | -1.4 | 10 | 1.3 | -6 | 12 | /
CCc1nnc(NS(=O)(=O)c2ccc(NC(=O)/C=C/c3ccc(F)cc3)cc2)s1 | 18 | -10 | 1.5 | 0.8 | 6 | -0.1 | 1 | -58 | -12
Cc1ccc(NC(=O)COC(=O)/C(=C/c2cccs2)c2cccs2)cc1S(=O)(=O)N(C)C | -37 | 2 | 0.7 | -3.0 | 8 | -1.0 | -30 | 29 | -1
CNC(=S)NNC(=O)Cc1ccccc1 | 0 | 4 | -0.1 | -1.7 | 3 | 1.5 | 4 | 10 | 1
COc1ccc2nc(C)cc(SCC(=O)N/N=C/c3ccc(O)cc3O)c2c1 | 2 | 8 | 57 | -8.1 | 6 | 0.0 | -3 | -13 | 4
O=C(NCc1cccs1)N[C@@H](Cc1ccccc1)C(=O)O | 0 | 0 | 0.7 | 2.1 | 12 | 1.1 | -5 | 10 | 3
N#C/C(=C/c1ccc(F)cc1)C(N)=S | 32 | -4 | 2.1 | -1.0 | 8 | 1.1 | -1 | -33 | 13
C/C=C\C(=O)Nc1cccc(C2=NOC3(C2)C[C@@H](C(N)=O)N(C(=O)COc2ccc(Cl)cc2)C3)c1 (stereo not given in full) | 15 | 1 | 0.1 | 2.8 | 4 | / | / | 10 | -1
Nc1nnc(SCC(=O)Nc2ccc3nc(SCC(=O)Nc4ccccc4)sc3c2)s1 | 1 | -7 | 0.9 | -11 | 6 | 0.7 | -10 | 1 | 0
Cn1nnc2c(C(N)=O)ncn2c1=O | / | -3 | / | / | 23 | 1.5 | -2 | / | 2
O=C(c1ccco1)N1CCN(Cc2nnnn2CCc2ccccc2)CC1 | -1 | 2 | -0.4 | -2.2 | 8 | -1.0 | -6 | 16 | 0
Cc1cccc(-c2nc(CSCC(=O)NCCCN3CCOCC3)c(C)o2)c1 | 3 | 4 | 2.1 | 0.8 | 3 | -1.1 | -4 | -8 | 2
CC(N=C(NS(=O)(=O)c1ccc(Cl)cc1)c1ccccc1)C(=O)O (stereo not given) | 0 | -1 | -0.1 | -0.9 | 3 | -0.5 | -7 | 14 | 0
O=C(NNC(=O)c1sc2ccccc2c1Cl)Nc1ccc(Cl)cc1 | -2 | 4 | 0.2 | -1.3 | -2 | 0.6 | -7 | -32 | 1
CC(C)c1nc(Cl)c(C#N)c2c1CCCC2 | 0 | 1 | 0.1 | 1.0 | 7 | 0.4 | 0 | 45 | 0
CC(=O)c1ccccc1NS(=O)(=O)c1c(C)nn(-c2ccccc2)c1C | 11 | -1 | 1.9 | -1.1 | 9 | -1.5 | -5 | -19 | -2
CCOC(=O)C1CCCN(Cc2ccccc2F)C1 (stereo not given) | 0 | -4 | 1.7 | 5.2 | 2 | 0.8 | -7 | 17 | -2
Cc1nnc2sc(SCC(=O)Nc3nccs3)nn2c1=O | -2 | 14 | -0.2 | 2.9 | 5 | -0.1 | -8 | 31 | 12
CSc1cccc(NC(=S)N(CCC(C)C)C2CCN(C(C)C)CC2)c1 | 23 | 11 | -0.8 | 2.5 | 7 | 0.8 | -9 | -52 | 8
S=C(NCCSCc1ccc(Cl)c(Cl)c1)Nc1ccccc1 | 0 | / | -0.3 | -6.2 | 12 | 0.0 | -23 | / | /
Cc1ccc(C(=O)N2CCN(S(=O)(=O)c3ccc(C)cc3)CC2)cc1 | 24 | -1 | 13 | 1.0 | 2 | -0.4 | -5 | -60 | 0
N#Cc1c2c(c(Nc3ccccc3)n3c1nc1ccccc13)CCC2 | 0 | 70* | -0.2 | -2.5 | 4 | 0.0 | -4 | -13 | 55*
COC(=O)CSc1nnc2n1C(C)(C)Cc1ccccc1-2 | 0 | -3 | 0.0 | 1.3 | 5&9 | 1.1 | -7 | 3&-51 | 0
COCCCN1C(=O)C(O)=C(C(=O)c2ccc(C)o2)C1c1cccc(Br)c1 (stereo not given) | 1 | 8 | -0.4 | -1.0 | 31 | 0.7 | 4 | 45 | -2
CCc1ccc(NC(=O)/C(C#N)=C/c2cc3ccc(C)cc3nc2N2CCOCC2)cc1 | 0 | -97 | -0.3 | 0.3 | 8 | 0.7 | -6 | 24 | -27
CCOC(=O)C(=O)c1c(-c2ccc(C)cc2)nc2ccccn12 | 0 | -4 | 0.7 | 0.4 | 2 | 0.3 | -2 | -4 | 0
CCOc1[nH]n(-c2ccc(Cl)cc2)c(=O)c1C=Nc1ccc(O)cc1 | 3 | -6 | 1.2 | -18 | 12 | 1.3 | 4 | 40 | -4
Cc1cc(Sc2nc(N(C)C)nc(N(C)C)n2)nc(Cl)n1 | 12 | 1 | -1.7 | -2.3 | 6 | -0.4 | -4 | 25 | 1
Cc1ccc(N2C(=O)c3ccccc3C2Nc2ccccc2)nc1 (stereo not given) | 2 | 2 | 0.0 | 0.1 | 9 | 0.1 | -1 | 45 | 3
S=C1SCN(CCN2CCOCC2)CN1Cc1ccccc1 | 0 | 2 | 1.0 | -14 | 12 | 0.2 | 2 | 29 | -1
CC(=O)c1c[nH]c(C(=O)NCC2CCCO2)c1 (stereo not given) | -1 | -4 | -0.2 | -2.7 | -1 | -0.1 | 2 | 2 | -1
Cc1cc2c(cc1C)C(=O)NC(C)(C)C2 | 2 | 1 | 1.5 | -0.4 | 10 | 0.7 | 0 | 1 | 1
O=[N+]([O-])c1cc(S(=O)(=O)C(F)(F)F)ccc1Sc1nc2ccccc2s1 | 2 | 2 | 44 | -25 | 22 | 0.8 | -3 | 4 | 10
O=C(C1CCCO1)N1CCN(Cc2c(O)ccc3ccccc23)CC1 (stereo not given) | 11 | 4 | -0.8 | -3.8 | 14 | 0.6 | 4 | -4 | 13
C=CCn1c(CNc2ccccc2)nnc1SCC(=O)N/N=C/c1ccccc1O | 6 | -3 | 0.1 | -14 | 24 | 0.6 | 0 | -7 | 1
CCN1CCCC1CNCc1cc(OC)c(OC)c(OC)c1 (stereo not given) | -2 | -2 | 0.8 | 1.1 | 4 | 1.8 | -2 | -3 | 1
Cc1cc(C(C)(C)C)cc(S(=O)(=O)Nc2ccc(O)c(C(=O)O)c2)c1C | 2 | -9 | -0.1 | -0.7 | 9 | 0.6 | -6 | 29 | 1
O=C(CSc1ncn[nH]1)N(C1CCCCC1)C1CCCCC1 | 1 | 1 | -1.4 | 0.0 | 5 | -0.5 | -2 | 39 | 1
Cc1[nH]c2ccccc2c1/C=N/NC(=O)Nc1ccccc1 | 14 | 1 | 3.4 | 1.7 | 8 | -0.4 | -3 | -53 | -2
O=C(NC(C(=O)N/N=C/c1ccccc1)c1n[nH]c(=O)c2ccccc12)c1ccccc1 (stereo not given) | 0 | 1 | -0.1 | -7.5 | / | 0.0 | -9 | -8 | 0
CC(C)[C@H](NC(=O)NCc1ccco1)C(=O)O | 1 | -2 | -0.5 | -0.1 | 7 | 1.5 | -2 | -6 | 1
O=C(NC1CCCCC1)C1CC=CCC1C(=O)OCC(Cl)=C(Cl)Cl (stereo not given) | 1 | -1 | 0.0 | 0.6 | 12 | 0.0 | -7 | -14 | -4
CCn1c2ccccc2c2cc(NC(=O)COC(=O)c3cc(OC)c(OC)cc3OC)ccc21 | 1 | 2 | 10 | 2.2 | 7 | 0.4 | 1 | 7 | 2
CCN1CCN(c2ccc(NC(=O)c3cccnc3)cc2Cl)CC1 | 6 | -5 | 18 | 0.6 | 6 | -0.6 | -7 | -16 | 0
O=C(Nc1ccc(F)cc1)Nc1nnc(COc2ccccc2F)s1 | 16 | -1 | 3.2 | 0.9 | 2 | 0.7 | -10 | -27 | 2
O=C(O)C(Cc1ccccc1)N1C(=O)/C(=C/c2cccc3ccccc23)SC1=S (stereo not given) | 63* | -11 | -0.4 | -2.5 | 11 | -0.5 | -11 | 21 | -8
CCNc1nc(Cl)nc(NCCOc2ccc(C)cc2)n1 | 5 | 3 | 1.7 | 2.7 | 14 | -1.3 | -1 | -21 | 2
O=C(NCCCNC(=O)c1cncc(O)c1)c1cncc(O)c1 | 18 | -3 | 0.9 | 1.9 | 7 | 0.7 | 2 | 27 | 2
Brc1ccc(-c2nnc3ccc(Nc4ccccc4)nn23)cc1 | 9 | 2 | 0.5 | 2.3 | 8 | 1.4 | 1 | 34 | 2
CCOc1ccc(NC(=O)CCC(=O)NNC(=O)Nc2ccc(Cl)cc2)cc1 | 19 | 4 | 1.7 | 1.8 | -1 | -0.3 | -2 | 2 | -2
O=C(NCc1ccco1)Oc1ccccc1 | -3 | 2 | -0.6 | 10 | 5 | 0.3 | 1 | 13 | 0
Cc1nnc(SCC2=C(C(=O)O)N3C(=O)C(NC(=O)C(C)n4nc(C(F)(F)F)cc4C)C3SC2)s1 (stereo not given) | 25 | 1 | 4.1 | 0.9 | 5 | 1.1 | 0 | 28 | 3
COc1ccc(S(=O)(=O)CCC(=O)NCCc2ccc(C)cc2)cc1 | -17 | -2 | -0.2 | -0.4 | 7 | -0.7 | -6 | 11 | 0
